Screening results: PubChem, several laboratories
M4 antag = human M4 muscarinic receptor antagonists, primary screen, CHO cells, Fluo-8 calcium fluorescence; CHO-hM4 cells, ACh EC80; inhibition, % at 3 µM; actives 0.73% (n = 360,000); AID 624125, 2012;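 active means inhibition above its plate's cutoff, the mean inhibition of sample wells plus 3 SD, cut at about 27% in these data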;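 further: 0% = acetylcholine EC80 with DMSO and 100% = DMSO without agonist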
Target sequence (P08173 whole entry, looked up): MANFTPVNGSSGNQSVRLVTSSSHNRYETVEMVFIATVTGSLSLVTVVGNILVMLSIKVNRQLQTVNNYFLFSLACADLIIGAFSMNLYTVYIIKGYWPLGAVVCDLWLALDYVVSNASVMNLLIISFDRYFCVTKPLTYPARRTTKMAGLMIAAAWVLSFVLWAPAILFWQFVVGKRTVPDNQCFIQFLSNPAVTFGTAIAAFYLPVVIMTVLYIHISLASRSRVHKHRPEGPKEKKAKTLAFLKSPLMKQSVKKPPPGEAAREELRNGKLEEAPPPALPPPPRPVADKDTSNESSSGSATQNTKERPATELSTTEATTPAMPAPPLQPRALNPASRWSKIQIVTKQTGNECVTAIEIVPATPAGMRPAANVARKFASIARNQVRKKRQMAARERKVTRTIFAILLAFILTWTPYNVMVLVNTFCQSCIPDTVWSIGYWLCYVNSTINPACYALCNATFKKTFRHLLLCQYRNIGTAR
M4 PAM = human M4 muscarinic receptor positive allosteric modulators, primary screen, CHO-K1 cells, Fluo-8 calcium fluorescence; actives 0.4% (n = 360,000); CHO-K1 hM4/Gqi5, ACh EC20; 0% = ACh EC20, 100% = maximal ACh; Muscarinic acetylcholine receptor M4 (Homo sapiens), P08173; activation, % at 3 µM;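 active means activation above its plate's cutoff, the mean activation of sample wells plus 3 SD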; further: some results filed as inactive read as strong as hits
CRFBP-R2 block = antagonists of CRF-BP/CRF-R2 complex, primary screen, cell-based, HEK293, calcium dye fluorescence, uHTS; CRF-induced calcium fluorescence; inhibition, % at 11.8 µM; actives 0.59% (n = 350,000);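 active means inhibition of the ligand-induced calcium signal above about 50% at the single tested concentration, limit read from the data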
CHRM4 agonist = human M4 muscarinic receptor agonists, primary screen, CHO-K1 cells, Fluo-8 calcium fluorescence; actives 0.14% (n = 360,000); Muscarinic acetylcholine receptor M4 (Homo sapiens), P08173; activation, % at 3 µM; CHO-K1 hM4/Gqi5; vehicle 0%, full acetylcholine response 100%;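 active means activation above the run mean over all test wells plus 3 SD, cut at about 32% in these data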;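 further: peak over basal fluorescence ratio per well then scaled between controls; 0% = DMSO wells and 100% = acetylcholine at EC100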
M5 PAM = human M5 muscarinic receptor positive allosteric modulators, primary screen, CHO-K1 cells, Fluo-8 calcium fluorescence; Muscarinic acetylcholine receptor M5 (Homo sapiens), P08912; CHO-K1 hM5, ACh EC20 PAM; 0% = ACh EC20, 100% = ACh EC100; activation, % at 3 µM; actives 0.3% (n = 360,000); AID 624038, 2012;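 active means activation above the run cutoff, the mean activation of all test compounds plus 3 SD, cut at about 18% in these data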
Target sequence (P08912 whole entry, looked up): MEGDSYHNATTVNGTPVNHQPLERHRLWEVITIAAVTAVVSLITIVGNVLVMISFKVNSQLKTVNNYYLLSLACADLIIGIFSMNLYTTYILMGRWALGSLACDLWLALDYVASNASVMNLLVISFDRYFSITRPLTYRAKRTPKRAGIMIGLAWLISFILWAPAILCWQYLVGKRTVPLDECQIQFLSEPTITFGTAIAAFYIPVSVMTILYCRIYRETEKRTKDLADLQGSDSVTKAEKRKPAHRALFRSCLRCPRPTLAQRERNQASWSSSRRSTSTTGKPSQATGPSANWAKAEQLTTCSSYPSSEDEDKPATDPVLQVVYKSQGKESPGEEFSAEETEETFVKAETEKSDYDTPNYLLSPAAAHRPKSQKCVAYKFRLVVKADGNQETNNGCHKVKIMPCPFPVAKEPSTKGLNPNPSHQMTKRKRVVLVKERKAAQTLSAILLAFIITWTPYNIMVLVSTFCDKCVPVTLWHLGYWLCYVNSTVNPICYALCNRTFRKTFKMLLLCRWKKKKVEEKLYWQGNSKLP
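Probe or stimulus: acetylcholine, EC20 level; Assay system: human M5 receptor in CHO-K1 cells; Schedule: compound preincubation 140 s before EC20 acetylcholine addition; Technique: intracellular calcium via Fluo-8 fluorescence; Dosing: single-point, 3 µM nominal; Read-out basis: percent activation from peak-over-basal fluorescence ratio, scaled EC20-to-EC100 acetylcholine; Repeats: one well per compound, no replicates.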
CHRM5 antagonist = human M5 muscarinic receptor antagonists, primary screen, CHO cells, Fluo-8 calcium fluorescence; actives 0.59% (n = 360,000); Muscarinic acetylcholine receptor M5 (Homo sapiens), P08912; AID 624040, 2012; inhibition, % at 3 µM; CHO-hM5 cells, ACh EC80;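 active means inhibition above a per-plate cutoff, the mean of that plate's test compounds plus 3 SD, cut at about 27% in these data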;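 further: 0% = acetylcholine EC80 with DMSO and 100% = DMSO without agonist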
CHRM5 agonist = human M5 muscarinic receptor agonists, primary screen, CHO-K1 cells, Fluo-8 calcium fluorescence. Muscarinic acetylcholine receptor M5 (Homo sapiens), P08912. CHO-K1 hM5 cells; 0% DMSO wells, 100% maximal acetylcholine response. activation, % at 3 µM. AID 624037, 2012. actives 0.19% (n = 360,000);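 active means activation above the run's mean over test compounds plus 3 SD, cut at about 23% in these data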;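 further: signal is peak over basal fluorescence ratio across the kinetic read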
IDE cell inh = human IDE inhibitors in live cells, primary screen, fluorescence polarization, HEK cells, FAbetaB substrate | Insulin-degrading enzyme (Homo sapiens), P14735 | FAbetaB cleavage | inhibition, % at 5.59 µM | actives 0.41% (n = 320,000) | AID 434962, 2010;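 active means percent inhibition above the average of all tested compounds plus 3 SD, set per screening campaign, cut at about 16% in these data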;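 further: IDE supplied by intact live HEK cells; FP after avidin binding of uncleaved biotin substrate so inhibition keeps polarization high; 0% = DMSO wells and 100% = 60 µM reference IDE inhibitor Ii1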
CRFR2-BP ag = agonists of CRF-BP/CRF-R2 complex, primary screen, cell-based, HEK293, calcium dye fluorescence, uHTS; CRF-binding protein / CRF receptor 2 complex (human); calcium dye fluorescence (FLIPR); percent of saturating CRF peptide response; activation, % at 13.2 µM; actives 0.46% (n = 350,000); AID 588473, 2011;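 active means activation of at least 50%, plus an integration ratio under a set limit after plate pattern correction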;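 further: plate controls were neutral control wells without compound for no effect and CRF at EC100 for full effect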
Starred values were filed as active, the others as inactive; / = not tested or not shown.

SMILES	M4 antag	M4 PAM	CRFBP-R2 block	CHRM4 agonist	M5 PAM	CHRM5 antagonist	CHRM5 agonist	IDE cell inh	CRFR2-BP ag
O=C(COC(=O)C1(c2ccccc2F)CCCC1)Nc1ncc(C(F)(F)F)cc1Cl	-20.9	-11.5	-28.4	-0.3	-16.5	11.1	-7.3	3.4	2.7
COc1cccc(C(NC(C)=O)c2nc(-c3ccc4ccccc4c3)cs2)c1 (configuration not stated)	6.4	-7.1	/	3.3	-2.4	7.2	-0.3	/	/
O=C(/C=C/c1ccccc1)c1ccc2c3c(cccc13)CC2	-12.0	7.8	-4.0	-1.6	2.5	-16.6	-2.9	7.5	2.2
COc1ccc(NC(=O)Nc2ccc3nonc3c2)cc1	7.3	-6.5	6.8	6.3	-6.7	8.7	8.5	-6.9	2.0
O=C(NCc1ccccc1)c1ccc(CS(=O)(=O)c2ccccc2)o1	-12.7	13.6	-13.2	2.8	21.9*	-12.1	-1.1	0.5	-1.1
COc1ccc(N(CC(=O)Nc2nc3ccc(C)cc3s2)S(=O)(=O)c2c(C)nn(C)c2C)cc1	-1.1	-4.9	-7.4	11.5	-1.3	6.0	1.0	-0.6	4.6
CCC(C(=O)O/N=C(\N)c1ccccc1)c1ccccc1 (configuration not stated)	1.2	5.9	-1.4	-2.0	-5.9	4.4	-5.2	5.4	-1.3
CSCCC(NC(=O)c1ccccc1Cl)C(=O)NCCc1ccccn1 (configuration not stated)	0.0	2.8	1.1	1.2	-1.1	5.0	1.7	1.4	-1.1
Cc1cc(=O)n2nc(N3CCCC(C(=O)Nc4ccc(C)c(C)c4)C3)sc2n1 (configuration not stated)	-5.1	3.5	19.5	4.3	-1.0	-4.0	-2.0	0.8	-0.2
CC(=O)N1C(=O)C2(C(C#N)=C(N)Oc3n[nH]c(-c4ccccn4)c32)c2ccccc21 (configuration not stated)	-15.3	5.5	-30.3	1.7	4.3	1.9	-8.0	4.8	0.4
CN1CCCC(OC(=O)COc2ccc(Br)cc2)C1 (configuration not stated)	2.3	-3.8	3.5	0.9	-5.8	2.6	-6.9	2.2	-2.8
CN(c1ccc(Cl)cc1)c1cc(=O)n(C)c2ccccc12	-0.9	-2.7	3.3	1.7	-0.1	-0.3	-5.3	-1.6	0.1
CC1=CC(=C(C#N)C#N)C=C(C)N1CCN1CCN(C(=O)Nc2ccc(Cl)c(Cl)c2)CC1	-1.7	2.2	-9.3	0.5	-0.3	8.3	-1.1	2.8	-0.9
COc1ccc(CCNC(=O)COC(=O)c2cccs2)cc1	-8.0	2.5	-1.6	0.8	0.6	-1.6	-3.6	/	-0.5
CC(C(=O)Nc1cccc([N+](=O)[O-])c1)[n+]1ccccc1 (configuration not stated)	-7.5	5.4	8.3	1.2	6.6	-12.1	2.2	6.1	-1.6
O=S1(=O)CCOC[C@H](c2ccccc2)N1Cc1ccccc1F	-0.4	4.8	-7.1	1.3	0.8	-2.1	-2.0	0.6	-0.7
Cc1ccc(C([O-])=C(C(=S)NCc2ccccc2)[n+]2cccc(CO)c2)cc1[N+](=O)[O-]	-12.4	5.7	7.8	0.5	4.2	3.4	-2.4	/	-2.7
CC1(NC(=S)Nc2ccc(NC(=S)NC3(C)CCS(=O)(=O)C3)cc2)CCS(=O)(=O)C1 (configuration not stated)	-9.1	-0.7	-11.2	0.5	1.8	-2.7	-0.5	-5.2	-2.7
COc1ccc(CCNC(=O)C2CC(=O)N(CCc3ccccc3)C2)cc1OC (configuration not stated)	9.8	-8.1	1.4	-0.1	1.7	2.6	-0.7	4.3	0.4
CC(=O)Nc1ccc(S(=O)(=O)N2CCN(S(=O)(=O)N3CCOCC3)CC2)cc1	-18.8	11.7	-0.6	1.8	-3.0	0.0	-2.9	4.2	2.1
CCC(C)NC(=O)C1CCN(S(=O)(=O)c2ccc3c(c2)CC(C)N3C(C)=O)CC1 (configuration not stated)	-5.7	3.0	-8.5	1.6	-1.6	2.7	2.1	4.9	-0.3
O=C(CN(c1ccc(F)cc1)S(=O)(=O)c1ccc2c(c1)OCCO2)NCC1CCCO1 (configuration not stated)	-6.8	4.2	-3.8	1.1	2.1	-5.9	0.3	3.0	3.1
CC(Sc1nnc(COc2ccc(Cl)cc2)o1)C(=O)Nc1ccc(N2CCOCC2)cc1 (configuration not stated)	0.9	18.0	18.6	0.8	-0.7	5.7	-0.7	/	0.3
COc1ccc(N2CCN(C(=O)c3c(-c4ccccc4)noc3C)CC2)cc1	3.2	-3.5	-3.1	1.1	-1.1	-1.9	1.9	6.5	-0.1
Nn1c(-c2cccc(O)c2)nnc1-c1cccc(O)c1	-7.2	6.6	-7.3	0.5	-1.9	8.8	1.2	/	2.5
Other compounds.
SMILES	M4 antag	M4 PAM	CRFBP-R2 block	CHRM4 agonist	M5 PAM	CHRM5 antagonist	CHRM5 agonist	IDE cell inh	CRFR2-BP ag
CCCC(=O)N1CCCC1(C)C(=O)N(C)Cc1cccc2ccccc12 (configuration not stated)	-2.8	-3.1	/	0.7	-0.6	19.1	-2.0	/	/
Nc1[nH]n(-c2ccccc2)c(=O)c1N=Nc1ccccc1	20.9	2.9	-17.3	2.5	-12.1	3.6	-8.3	2.8	-5.7
CC1(C)CC(=O)N(c2ccc(C#N)cc2)C(=O)C1	3.9	-2.3	-10.8	0.9	-1.8	3.8	-0.3	3.6	1.6
COc1ccc(/C=C/C(=O)NNC(=O)c2cc(C)oc2C)cc1	-5.0	3.1	2.3	0.5	4.9	0.7	-6.1	4.0	0.1
CC1CCN(Cc2c(C(=O)O)nnn2-c2nonc2N)CC1	-0.1	2.4	10.8	1.1	1.1	0.6	-1.6	-1.9	-1.7
CCCCn1c(=N)n(CC(=O)O)c2ccccc21	-5.3	11.0	12.9	0.7	3.5	1.8	-0.2	3.0	-1.8
O=C(Nc1ccon1)c1ccc(S(=O)(=O)N2CCCCCC2)cc1	-3.6	7.7	-0.3	2.1	2.1	-2.7	0.0	5.3	1.4
CN1CC(=O)N(CC(=O)NCCc2ccc(F)cc2)c2ccccc2C1=O	2.3	2.6	21.1	0.4	3.6	-2.9	-6.1	1.2	-1.5
Cc1ccc(C(=O)COc2cccc(NC(=O)c3ccco3)c2)cc1	-9.3	-6.7	5.0	11.7	-8.2	-0.1	-0.2	-1.4	2.7
Cc1ccc(S(=O)(=O)NNC(=O)c2cnn(-c3ccccc3)c2C(F)(F)F)cc1	-1.1	1.7	-1.3	2.9	11.8	-3.2	6.7	4.7	-0.8
Cc1cccc(-c2nnc(SCc3cc(=O)[nH]c4ccccc34)n2C)c1	7.2	-7.8	-7.9	-0.1	-1.9	3.2	-1.5	-3.2	-3.0
Cc1ccccc1C(=O)O/N=C(\N)Cc1cccs1	-3.3	0.0	-5.4	-0.1	-0.9	6.8	-2.8	-4.0	-0.2
CN(C(=O)c1ccc(NC(=O)Cc2ccc(NC(=O)C3CCCN(C(=O)C4CCC4)C3)cc2)cc1)C1CC1 (configuration not stated)	12.3	1.3	8.5	0.3	-0.3	2.2	3.4	-4.1	-0.8
CCN(CC(=O)Nc1cccc(OC)c1)C(=O)c1ccncc1	-1.1	-1.0	6.6	0.6	1.8	3.1	-0.9	-3.4	0.7
O=C(O/N=C1/CCCc2occc21)c1ccc(Cl)cc1Cl	8.8	-18.6	6.4	1.3	0.2	4.4	-11.9	-0.5	1.7
O=c1c(Cc2ccc(Cl)cc2)c(O)ccn1Cc1cccs1	-14.9	4.0	-11.3	3.2	9.7	9.0	1.3	0.1	0.1
NC(=O)c1ccc(CN2CCC(Cc3ccccc3)CC2)cc1	6.8	-16.0	-4.1	7.1	-6.7	15.5	-12.6	-1.7	0.1
CCOc1cc(/C=N/Nc2nnc(C)n2N)ccc1OC(C)=O	-2.1	-4.2	-3.0	4.6	-3.3	11.0	3.6	/	2.6
Cc1cc(N2CCN(C(=O)c3ccco3)CC2)n2ncc(-c3ccccc3)c2n1	8.3	-1.7	19.7	2.0	-2.0	6.4	-5.1	3.7	-4.7
CCN(CC)CCNc1nc(-c2ccccc2)nnc1C(F)(F)F	-9.8	7.9	-0.9	0.8	3.6	-2.7	-3.3	6.9	-0.8
COc1ccc2oc(=O)c(C(=O)N3c4ccccc4CC3C)cc2c1 (configuration not stated)	-1.1	1.3	-3.0	5.4	1.9	0.6	0.2	-3.3	2.4
O=C(/C(=C/O)N=Nc1ccccc1)c1ccco1	0.3	0.9	38.9	0.8	5.6	-14.8	-1.3	4.8	-0.3
COc1ccc(-c2cc(-c3ccccc3)nc(SC(C)C(=O)O)c2C#N)cc1 (configuration not stated)	7.0	-2.1	34.1	-0.6	5.1	0.2	-1.7	-1.4	-5.5
Cc1cc2ccccc2cc1CN1CCCCC1	10.0	0.0	-15.2	-0.1	11.1	3.6	1.1	-1.2	0.0
CCOc1ccc(N(CC(=O)NCc2ccccc2OC)S(C)(=O)=O)cc1	-9.1	8.2	4.9	1.1	0.2	-1.9	-3.7	4.6	1.3

Entries shown so far with a nitro group on carbon (2):
SMILES	M4 antag	M4 PAM	CRFBP-R2 block	CHRM4 agonist	M5 PAM	CHRM5 antagonist	CHRM5 agonist	IDE cell inh	CRFR2-BP ag
CC(C(=O)Nc1cccc([N+](=O)[O-])c1)[n+]1ccccc1 (configuration not stated)	-7.5	5.4	8.3	1.2	6.6	-12.1	2.2	6.1	-1.6
Cc1ccc(C([O-])=C(C(=S)NCc2ccccc2)[n+]2cccc(CO)c2)cc1[N+](=O)[O-]	-12.4	5.7	7.8	0.5	4.2	3.4	-2.4	/	-2.7

The list continues:
SMILES	M4 antag	M4 PAM	CRFBP-R2 block	CHRM4 agonist	M5 PAM	CHRM5 antagonist	CHRM5 agonist	IDE cell inh	CRFR2-BP ag
CCOC(=O)CCCCCC(=O)Nc1ccc2c(c1)CC(=O)N([C@@H](C)CO)C[C@@H](C)[C@@H](CN(C)C(=O)Nc1ccc(C(F)(F)F)cc1)O2	3.5	11.6	3.9	1.1	0.9	7.5	-0.1	1.0	1.1
Cc1cc(SCC(=O)OCC(=O)NCC2CCCO2)c(C)cc1Br (configuration not stated)	4.5	-7.6	0.9	7.7	2.2	-1.4	-1.4	8.6	-0.1
Cc1cc(NC(=O)COC(=O)C2CC(=O)N(c3ccc(C)c(Cl)c3)C2)no1 (configuration not stated)	7.9	-3.3	10.6	2.4	-3.1	9.6	0.8	4.4	-1.0
Cc1cc(C)n(CCNS(=O)(=O)c2ccc(Cl)cc2)n1	2.2	3.6	14.1	1.4	7.6	1.3	-1.9	-0.2	0.6
O[C@@H]1CN(CC2CCCCC2)[C@@H](c2ccc(Cl)cc2)C[C@H]1n1cc(C2CC2)nn1	-9.3	2.7	-15.8	0.4	0.8	0.8	0.6	/	1.0
O=C(NNC(=O)C1CCCC1)c1ccc(F)cc1	-5.9	1.8	7.7	2.2	8.4	0.1	0.7	-2.6	-0.1
